RAD54 branch = RAD54 (human) branch migration inhibition | AID 602329 | Q92698 | inhibition, % at 10.4 µM | 360,000 compounds, 0.14% hits | RAD54 Holliday junction branch migration, FAM/BHQ fluorescence;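 active = mean normalized replicate activity at least 40 and at least half of replicates scoring 40 or more; inconclusive = only one of the two criteria met; inactive = mean below 40 and under half of replicates reaching 40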;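 also: 0% = median of neutral control wells and 100% = median of positive control wells; inhibitors cause a drop in the FAM fluorescence signal; in these data hits start at about 50%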
Target sequence (Q92698 whole entry, looked up): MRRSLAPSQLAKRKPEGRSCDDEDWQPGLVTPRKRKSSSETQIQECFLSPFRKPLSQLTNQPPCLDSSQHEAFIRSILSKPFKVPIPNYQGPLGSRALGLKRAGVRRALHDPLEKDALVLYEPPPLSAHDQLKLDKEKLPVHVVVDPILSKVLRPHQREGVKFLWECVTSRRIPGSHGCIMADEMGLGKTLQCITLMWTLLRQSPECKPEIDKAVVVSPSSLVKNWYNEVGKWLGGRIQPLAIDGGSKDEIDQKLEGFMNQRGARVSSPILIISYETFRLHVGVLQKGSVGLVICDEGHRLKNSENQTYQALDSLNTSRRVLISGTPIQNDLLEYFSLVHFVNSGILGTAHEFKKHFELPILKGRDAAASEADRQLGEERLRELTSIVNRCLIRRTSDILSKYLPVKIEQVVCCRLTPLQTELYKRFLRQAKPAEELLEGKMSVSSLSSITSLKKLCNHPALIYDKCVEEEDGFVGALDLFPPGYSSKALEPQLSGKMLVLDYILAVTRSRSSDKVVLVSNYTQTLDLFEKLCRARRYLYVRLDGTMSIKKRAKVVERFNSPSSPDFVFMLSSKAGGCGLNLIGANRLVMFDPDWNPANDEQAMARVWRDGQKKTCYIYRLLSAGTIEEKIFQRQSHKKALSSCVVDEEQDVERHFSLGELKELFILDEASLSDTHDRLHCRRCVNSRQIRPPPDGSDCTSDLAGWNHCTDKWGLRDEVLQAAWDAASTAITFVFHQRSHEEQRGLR
PGC1a acetyl inh = lowers PGC1a acetylation signal in U2OS cells; AlphaScreen anti-acetyl-lysine; with virally co-expressed GCN5 acetyltransferase; inhibition, % at 15.6 µM; 350,000 compounds, 0.17% hits; AID 651687;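 active = every replicate shows inhibition of at least 40%; inconclusive = mean inhibition at least 40% but some replicate below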;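 also: 0% = neutral control wells and 100% = positive control wells; some results beyond the cut were filed as inactive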
miR-122 sensor = inhibitors of miR-122 in Huh7 cells; 340,000 compounds, 0.3% hits; Huh7 miR-122 Renilla luciferase sensor, 48 h; neutral wells = 0, positive control = 100; activation (reporter increase), % at 12.5 µM; AID 602342;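 active = mean replicate activation score at least 90 and every replicate individually at or above 90; inconclusive = only one of the two criteria met; inactive = neither criterion met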;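 also: higher luciferase means less miR-122 activity so hits act as miR-122 inhibitors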
ERAP1 inh = inhibitors of human ERAP1 aminopeptidase; Q9NZ08; recombinant ERAP1, Leu-AMC fluorescence, 60 min; inhibition, % at 10.7 µM; 340,000 compounds, 0.15% hits;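 active = mean replicate inhibition of at least 30%, or all replicates individually reaching that 30% level; inactive = mean below 30% and not every replicate reaching it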;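 also: 0% = neutral control wells and 100% = L-leucinethiol positive control wells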
PglD DTNB = blocks C. jejuni PglD acetyltransferase activity. inhibition, % at 12.5 µM. purified PglD enzyme, DTNB colorimetric CoA detection. 360,000 compounds, 0.098% hits; in the data active = inhibition above about 16%, passing the limit was not always enough; inconclusive = no clear call, values can overlap the other calls; also: strong numbers were not always called active
RAD52 inh = blocks human RAD52 DNA annealing | P43351 | recombinant RAD52 DNA annealing, FRET fluorescence | inhibition, % at 18.7 µM | 360,000 compounds, 0.46% hits;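 active = every replicate showing at least 50% inhibition; inconclusive = mean inhibition at least 50% but not in every replicate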
Cneo AK release = causes C. neoformans cell lysis; lysis activity, % at 15 µM; 360,000 compounds, 0.2% hits; adenylate kinase release luminescence, 4 h; normalised: neutral wells 0, clomiphene wells 100;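 active = mean lysis activity across replicates of at least 80%, whatever share of replicates individually reach that level; inactive = mean lysis activity below 80%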
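Material: C. neoformans cells; Schedule: 4 h static compound exposure, 37 °C, read 1 h post-reagent; Measured by: adenylate kinase release luminescence; Read-out: signal increase indicating cell lysis; Controls: Clomiphene as positive lysis control.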
E-selectin induc = E-selectin induction on HUVECs | P16581 | HUVEC E-selectin immunofluorescence imaging; normalized: neutral wells 0, TNF-alpha wells 100 | activation, % at 7.58 µM | 260,000 compounds, 0.37% hits;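 active = mean E-selectin-positive cell signal at least 10% of the positive control, reached in at least 60% of replicates, without over 20% cell loss; inconclusive = no rule given, readout overlaps actives, possibly toxicity-flagged; inactive = the rest, including those meeting only one limit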;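 also: in these data hits start at about 27%; measured in HUVEC primary endothelial cells; signal is the percent of cells scored E-selectin positive by PE staining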
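Test system – human umbilical vein endothelial cells (HUVEC), E-selectin induction · Input – 3,000 HUVEC seeded per well · Buffer or medium – EGM-2, gelatin · Compound dosing – single-point compound dose · Detection – immunofluorescence imaging · Measure – percent E-selectin-positive cells · Controls – TNF-alpha high, DMSO low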
Numbers without * were called inactive; ? = inconclusive; nt = not tested or not shown; [ ] = another dose, or the depositor's remark.

Results follow in this order: RAD54 branch | PGC1a acetyl inh | miR-122 sensor | ERAP1 inh | PglD DTNB | RAD52 inh | Cneo AK release | E-selectin induc
(1) Cc1cc(Cl)ccc1OCC(=O)NCCCCc1ccccc1
 : -7 | 2 | -2 | nt | -6 | nt | 0 | 1.0
(2) COc1ccc2c(c1)C(=NN)c1cc(OC)ccc1-2
 : 0 | -3 | -6 | nt | -4 | nt | -1 | nt
(3) O=C(Cn1c2ccccc2c(=O)c2ccccc21)N/N=C/c1cc([N+](=O)[O-])ccc1N1CCCCCC1
 : -10 | -53 | 0 | nt | 1 | nt | -2 | nt
(4) O=C(N/N=C/c1cccc([N+](=O)[O-])c1)c1cnccn1
 : -1 | 4 | 2 | nt | 2 | nt | -9 | nt
(5) CCOc1ccc(-c2nnc(NC(=O)Cc3ccc(OC)cc3)o2)cc1
 : 1 | 11 | -5 | 2 | -4 | -8 | -1 | nt
(6) O=C(Nc1ccc(Br)c(Cl)c1)c1ccco1
 : 1 | -13 | 144* | nt | -4 | nt | -7 | nt
(7) C[C@H]1CN([C@@H](C)CO)C(=O)c2cccc(NC(=O)c3ccc(-c4nccs4)cc3)c2O[C@@H]1CN(C)C(=O)Nc1ccc(F)cc1
 : 1 | 5 | 3[16.7 µM] | 0 | 0 | 8 | -8 | -0.6
(8) CC(C)CC#Cc1ccc2c(c1)O[C@@H](CN(C)C(=O)c1ccccc1F)[C@@H](C)CN([C@@H](C)CO)S2(=O)=O
 : -12 | 12 | 0[16.7 µM] | 4 | 7 | -15 | 4 | 0.0
(9) CCOC(=O)C1=CN(Cc2cccc(F)c2)S(=O)(=O)N(C)C1c1ccc2ccccc2c1 (configuration not stated)
 : 1 | -6 | 7 | -1 | -3 | 0 | 0 | nt
(10) CSc1ccccc1Sc1cc(C(=O)O)c2ccccc2n1
 : -3 | 11 | 20 | nt | 7 | nt | 58 | nt
(11) O=C(C[C@@H]1C=C[C@@H](NC(=O)NC2CCCCC2)[C@H](CO)O1)NCc1ccc(F)cc1
 : 7 | -4 | 13[16.7 µM] | 1 | -2 | 2 | 45 | -0.1
(12) O=C(NCc1cccnc1)c1cc(C2CCCN(C(=O)CCCc3ccccc3)C2)on1 (configuration not stated)
 : 4 | 7 | -1 | 2 | 0 | -10 | -1 | -0.1
(13) COc1ccc(Nc2cc(=O)n(-c3ccccc3)c3c2c(=O)n(C)c(=O)n3C)cc1
 : -13 | 1 | -3 | 1 | 8 | -12 | 0 | nt
(14) Cc1[nH]c2ccc(C(=O)NCCCN3CCN(C)CC3)cc2c1C
 : 1 | -4 | 6 | 2 | 2 | 23 | -3 | nt
(15) C/C=C\C(=O)Nc1cccc(C2=NOC3(C2)C[C@@H](C(N)=O)N(C(=O)CCCCC)C3)c1 (some centres not stated)
 : 9 | 3 | ? | -3 | 3 | -8 | 2 | -0.4
(16) COc1ccc(NC(=O)CSc2nnc(Cc3cccs3)n2C)cc1
 : nt | nt | 0 | 5 | nt | 8 | nt | 0.2
(17) C[C@@H]1CN([C@H](C)CO)C(=O)c2ccccc2-c2ccccc2CO[C@@H]1CN(C)S(=O)(=O)c1ccc(F)cc1
 : 0 | -1 | nt | 1 | 3 | 4 | -2 | -0.2
(18) O=C(NC(Cc1c[nH]c2ccccc12)C(=O)O)c1cccs1 (configuration not stated)
 : nt | -3 | nt | 1 | nt | -6 | nt | 0.6
(19) C[C@@H]1CN([C@@H](C)CO)C(=O)c2cc(C#CC3(O)CCCC3)cnc2O[C@@H]1CN(C)C(=O)Nc1ccc2c(c1)OCO2
 : -1 | -4 | nt | -1 | -7 | 17 | 53 | -0.3
(20) Cc1ccc(CN(C)CCc2ccccn2)cc1
 : 15 | -22 | -1 | nt | 6 | nt | -3 | nt

Single records, as listed above:
O=C(NCc1cccnc1)c1cc(C2CCCN(C(=O)CCCc3ccccc3)C2)on1 (configuration not stated) across the screens: RAD54 branch = 4; PGC1a acetyl inh = 7; miR-122 sensor = -1; ERAP1 inh = 2; PglD DTNB = 0; RAD52 inh = -10; Cneo AK release = -1; E-selectin induc = -0.1
COc1ccc(Nc2cc(=O)n(-c3ccccc3)c3c2c(=O)n(C)c(=O)n3C)cc1 across the screens: RAD54 branch = -13; PGC1a acetyl inh = 1; miR-122 sensor = -3; ERAP1 inh = 1; PglD DTNB = 8; RAD52 inh = -12; Cneo AK release = 0; E-selectin induc = nt
C/C=C\C(=O)Nc1cccc(C2=NOC3(C2)C[C@@H](C(N)=O)N(C(=O)CCCCC)C3)c1 (some centres not stated) across the screens: RAD54 branch = 9; PGC1a acetyl inh = 3; miR-122 sensor = ?; ERAP1 inh = -3; PglD DTNB = 3; RAD52 inh = -8; Cneo AK release = 2; E-selectin induc = -0.4

Additional entries:
Results follow in this order: RAD54 branch | PGC1a acetyl inh | miR-122 sensor | ERAP1 inh | PglD DTNB | RAD52 inh | Cneo AK release | E-selectin induc
(21) COc1ccccc1OCc1ccc(C(=O)N/N=C/c2ccco2)cc1
 : 4 | 4 | -7 | 2 | 6 | -12 | -2 | -1.8
(22) COc1ccc(CN(C)C[C@H]2Oc3c(NC(=O)C4CCCCC4)cccc3C(=O)N([C@@H](C)CO)C[C@H]2C)cc1
 : 5 | -2 | -6[16.7 µM] | -2 | -2 | 2 | -5 | 0.1
(23) O=C(CSc1nnc2sc3ccccc3n12)N1CCN(c2ccccc2)CC1
 : 5 | -1 | -4 | 1 | 1 | -5 | 2 | nt
(24) CCOCCCNC(=O)C(c1ccccc1)N(Cc1cccs1)C(=O)CNC(=O)c1ccccc1 (configuration not stated)
 : -19 | -3 | -7 | 4 | 3 | -3 | -2 | -0.7
(25) C[C@@H]1CN([C@@H](C)CO)C(=O)c2cc(NC(=O)CCN3CCOCC3)ccc2O[C@@H]1CN(C)Cc1ccc(Cl)c(Cl)c1
 : 1 | 1 | 0[16.7 µM] | -2 | -5 | -18 | 4 | -1.4
(26) O=C(c1cccc(NS(=O)(=O)c2cccc(F)c2)c1)N1CCN(c2ccccc2)CC1
 : 1 | nt | -4 | 1 | -1 | -11 | 8 | -0.6
(27) NC(c1csc(NC(=O)Nc2ccc(OC(F)(F)F)cc2)n1)C1CCCCC1 (configuration not stated)
 : -2 | 4 | -26 | 4 | -2 | 50 | -2 | -0.3
(28) Cc1cccc(OCCCCCN2CCOCC2)c1C
 : -4 | nt | 4 | 1 | 1 | -5 | 3 | nt
(29) Cc1ccc(S(=O)(=O)N2CCCCC2)cc1NC(=O)c1ccccn1
 : nt | -12 | nt | -1 | nt | -21 | nt | 0.0
(30) CCN(CC)c1nc(C)c2c(c1C#N)CC(C)(C)OC2
 : 1 | 6 | -7 | nt | -2 | nt | 1 | nt
(31) CCOc1ccc(S(=O)(=O)N2CCN(c3ccccc3F)CC2)c2cccnc12
 : -7 | -6 | 6 | nt | 3 | nt | -11 | -0.1
(32) CC1CCCCC1NC(=O)c1cc(Cl)nc2ccccc12 (configuration not stated)
 : 17 | nt | -4 | -1 | -2 | -51 | -1 | nt
(33) Cc1ccc(C2(C)NC(=O)N(CC(=O)N(c3ccccc3)C3CCS(=O)(=O)C3)C2=O)cc1 (configuration not stated)
 : nt | 7 | -10 | 0 | nt | -6 | nt | 0.2
(34) COc1ccc(C(=O)Nc2ccc3c(c2)OC[C@@H](C)N(Cc2cocn2)C[C@H](C)[C@H](OC)CN(C)C3=O)cc1
 : -5 | -3 | nt | -5 | 1 | 0 | 3 | 0.1
(35) Cc1cc(NC(=O)CCN2CC(C)OC(C)C2)ccc1Br (configuration not stated)
 : -9 | 0 | 2 | 1 | -2 | -7 | 0 | -0.1
(36) Cc1ccc(Nc2nc(N)nc(CN3CCN(Cc4ccc5c(c4)OCO5)CC3)n2)c(C)c1
 : -11 | 9 | -4 | nt | -1 | nt | -1 | nt
(37) Cc1ccc(Nc2ccc(S(=O)(=O)N3CCOCC3)cc2[N+](=O)[O-])cc1C
 : 4 | -2 | 2 | nt | 3 | nt | 3 | nt
(38) CCC(O)(CC)C(=O)N(Nc1ccc(C)cc1)c1ccc(C)cc1
 : 4 | -12 | -2 | 2 | -2 | -1 | 8 | 0.0
(39) NS(=O)(=O)c1ccc(CCNC(=O)COC(=O)COc2cccc(C(F)(F)F)c2)cc1
 : 3 | 7 | -14 | -2 | -4 | -4 | 20 | -0.3
(40) COc1ccc(Oc2ccc(C(F)(F)F)cc2NC(=O)CC(CC(=O)O)c2ccccc2)cc1 (configuration not stated)
 : -4 | 1 | 4 | 0 | 6 | 1 | 0 | 0.9

Another view of part of the listing above:
(33) Cc1ccc(C2(C)NC(=O)N(CC(=O)N(c3ccccc3)C3CCS(=O)(=O)C3)C2=O)cc1 (configuration not stated)
(34) COc1ccc(C(=O)Nc2ccc3c(c2)OC[C@@H](C)N(Cc2cocn2)C[C@H](C)[C@H](OC)CN(C)C3=O)cc1
(35) Cc1cc(NC(=O)CCN2CC(C)OC(C)C2)ccc1Br (configuration not stated)
(36) Cc1ccc(Nc2nc(N)nc(CN3CCN(Cc4ccc5c(c4)OCO5)CC3)n2)c(C)c1
Compound,33,34,35,36
RAD54 branch,nt,-5,-9,-11
PGC1a acetyl inh,7,-3,0,9
miR-122 sensor,-10,nt,2,-4
ERAP1 inh,0,-5,1,nt
PglD DTNB,nt,1,-2,-1
RAD52 inh,-6,0,-7,nt
Cneo AK release,nt,3,0,-1
E-selectin induc,0.2,0.1,-0.1,nt

Further entries follow.
Results follow in this order: RAD54 branch | PGC1a acetyl inh | miR-122 sensor | ERAP1 inh | PglD DTNB | RAD52 inh | Cneo AK release | E-selectin induc
(41) C[C@@H]1CN([C@@H](C)CO)C(=O)c2cccc(NS(=O)(=O)c3cccs3)c2O[C@@H]1CN(C)S(=O)(=O)c1cn(C)cn1
 : 0 | -1 | -2[16.7 µM] | 0 | -1 | -59 | 2 | 0.0
(42) N#Cc1ccc(-c2ccc([C@H]3[C@@H](CO)N4CCCCN(C(=O)Nc5ccc(F)cc5)C[C@@H]34)cc2)cc1
 : -10 | 1 | 2[16.7 µM] | 1 | 4 | 6 | 5 | -0.6
(43) COc1ccc(CNC(=O)CCC2N=C3c4ccccc4N=C(SCC(=O)NCC4CCCO4)N3C2=O)cc1 (configuration not stated)
 : -20 | 2 | 2 | 3 | 6 | -8 | 25 | -0.1
(44) CC(=O)Nc1c(Nc2ccccc2)c2ccccc2oc1=O
 : nt | 3 | -3 | 9 | nt | -11 | nt | nt
(45) O=C(Cc1ccccc1)Nc1ccc(C(=O)NCc2ccccc2)cc1
 : -4 | 1 | -2 | 1 | 5 | -4 | -3 | nt
(46) CCCCCC(=O)N1C[C@H](O)[C@@H](n2cc(COC(=O)c3ccccc3)nn2)C[C@@H]1c1ccccc1
 : -16 | 10 | -8 | -1 | 4 | 7 | 6 | 0.0
(47) C[C@@H]1CN([C@@H](C)CO)C(=O)c2cc(NC(=O)CCN3CCOCC3)ccc2O[C@H]1CN(C)C(=O)Nc1ccccc1
 : -6 | -1 | 1[16.7 µM] | -1 | 8 | -1 | 5 | 6.9
(48) Cc1cc(NC(=O)C2CC(=O)OC2c2ccccc2)no1 (configuration not stated)
 : 1 | nt | 13 | nt | -6 | nt | 0 | nt

Source: PubChem (Broad Institute)
